Source: PubChem (NMMLSC)
RGS7-Gao reg = regulators of human RGS7-Galphao interaction; 220,000 tested, 0.35% active; binding response (% of control), % at 10 µM; P09471; Multiplexed bead flow cytometry, RGS7-Galphao binding; actives lie on both sides; in the data active = binding response below about 49% or above about 150%; inconclusive = no clear call, values can overlap the other calls; inactive = in between;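 also: fluorescent Galphao held in activated GDP-AlF4 state binding bead-coupled RGS7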
Target sequence (P09471 whole entry, looked up): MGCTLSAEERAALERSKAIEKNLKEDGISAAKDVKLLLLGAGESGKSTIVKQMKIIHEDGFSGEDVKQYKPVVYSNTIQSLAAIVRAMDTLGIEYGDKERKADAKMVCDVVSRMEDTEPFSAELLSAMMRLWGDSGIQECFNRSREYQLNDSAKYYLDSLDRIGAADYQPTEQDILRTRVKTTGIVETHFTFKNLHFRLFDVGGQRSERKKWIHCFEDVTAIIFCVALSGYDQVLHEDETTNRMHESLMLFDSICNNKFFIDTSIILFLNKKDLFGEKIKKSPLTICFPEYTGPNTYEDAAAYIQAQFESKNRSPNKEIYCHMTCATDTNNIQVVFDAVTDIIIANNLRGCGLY
Bim-Bcl-B = inhibitors of Bim-Bcl-B interaction, human; bead-based flow cytometry, Bim peptide-Bcl-B binding; inhibition, % at 10 µM; 190,000 tested, 0.073% active; AID 951;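 also: 0% = tracer peptide without compound and 100% = reference inhibitor peptide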
Target sequence (Q9HD36 whole entry, looked up): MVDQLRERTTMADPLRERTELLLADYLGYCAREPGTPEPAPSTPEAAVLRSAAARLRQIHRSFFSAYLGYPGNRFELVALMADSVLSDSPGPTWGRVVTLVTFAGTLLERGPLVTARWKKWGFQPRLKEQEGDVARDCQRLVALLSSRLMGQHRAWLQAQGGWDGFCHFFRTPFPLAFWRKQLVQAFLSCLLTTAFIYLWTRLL
Bfl-1 Bim block = disrupts Bim binding to human Bfl-1; inhibition, % at 10 µM; Q16548; 190,000 tested, 0.12% active; Bead-based flow cytometry, Bim-Bfl-1 binding inhibition;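 also: 0% = wells without compound plus tracer and 100% = blocker peptide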
GSH fluor = compound fluoresces at 488/530 nm on GSH beads; GSH beads flow cytometry, compound fluorescence 488/530 nm; hits give high values; fluorescence (KMESF) at 10 µM; 190,000 tested, 0.25% active; in the data active = fluorescence above about 89;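 also: glutathione beads carrying GST-tagged Bcl family fusion proteins plus one bare bead set; values are compound well signal with DMSO vehicle wells as background; inactives centre near 16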
Bcl-XL Bim block = human Bim-Bcl-XL interaction inhibition | Q07817 | Bim peptide-Bcl-XL binding, bead flow cytometry, fluorescence | inhibition, % at 10 µM | 190,000 tested, 0.04% active | AID 1007
Target sequence (Q07817 whole entry, looked up): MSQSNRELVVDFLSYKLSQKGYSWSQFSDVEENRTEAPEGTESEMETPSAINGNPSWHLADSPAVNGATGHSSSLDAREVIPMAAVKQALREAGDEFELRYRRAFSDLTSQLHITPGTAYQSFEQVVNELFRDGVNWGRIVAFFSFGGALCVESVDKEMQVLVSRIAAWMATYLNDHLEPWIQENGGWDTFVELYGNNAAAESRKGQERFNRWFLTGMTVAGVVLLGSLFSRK
ABCB1 inh = human ABCB1 inhibition, ABCG2 as counter-screen | CCRF-Adr cells, JC-1 efflux, flow cytometry | inhibition, % at 6.6 µM | 190,000 tested, 0.067% active; in the data active = inhibition above about 40%;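 also: 0% = vehicle and 100% = reference inhibitor; higher value means more JC-1 retained so stronger ABCB1 efflux block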
Bim-Bcl-2 = inhibitors of Bim-Bcl-2 interaction, human | Bead-based flow cytometry, Bim peptide-Bcl-2 binding | P10415 | inhibition, % at 10 µM | 190,000 tested, 0.06% active; in the data active = inhibition above about 40%; inconclusive = no clear call, values can overlap the other calls;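 also: 0% = no compound wells with probe peptide and 100% = reference peptide inhibitor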
RGS4-Gao reg = human RGS4-Galphao interaction regulation. P09471. Multiplexed bead flow cytometry, RGS4-Galphao binding; actives lie on both sides. binding response (% of control), % at 10 µM. 220,000 tested, 0.33% active; in the data active = binding response below about 49% or above about 150%; inactive = in between;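 also: fluorescent Galphao activated with aluminum fluoride binding bead-coupled RGS4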
ABCG2 block = inhibitors of human ABCG2 transporter, ABCB1 counter-screen; inhibition, % at 6.6 µM; AID 1325; 190,000 tested, 0.1% active; IgMXP3 cells, JC-1 efflux, flow cytometry; Q9UNQ0;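 active = inhibition above 80%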;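 also: 0% = DMSO and 100% = nicardipine control wells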
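Assay system – ABCG2 IgMXP3 and barcoded ABCB1 CCRF-Adr cell mix · Input – 3 million cells/mL in well · Reagent – JC-1 fluorescent substrate · Compound – single test compound dose, 6.6 µM final · Timing – 10 min exposure at 25 °C with rotation, no wash · Detection – flow cytometry of retained JC-1 fluorescence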
Avidin fluor = compound fluoresces at 488/530 nm on avidin beads. fluorescence (KMESF) at 10 µM. 220,000 tested, 0.38% active. compound fluorescence 488/530 nm, flow cytometry; hits give high values; in the data active = fluorescence above about 47; also: inactives centre near 10
Bcl-W Bim block = inhibitors of Bim-Bcl-W interaction, human; inhibition, % at 10 µM; 190,000 tested, 0.02% active; Q92843; bead-based flow cytometry, Bim peptide-Bcl-W binding;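 also: 0% = bound tracer without compound and 100% = peptide blocker; higher means less fluorescent Bim peptide bound to Bcl-W beads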
Target sequence (Q92843 whole entry, looked up): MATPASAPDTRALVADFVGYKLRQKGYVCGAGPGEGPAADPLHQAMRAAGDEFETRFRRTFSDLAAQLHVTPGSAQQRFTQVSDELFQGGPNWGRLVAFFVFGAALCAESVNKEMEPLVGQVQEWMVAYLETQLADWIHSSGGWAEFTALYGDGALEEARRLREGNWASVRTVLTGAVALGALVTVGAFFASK
Active calls of the source: *; ? = inconclusive. Rule as the data show it, unless noted: active = inhibition above about 40%.

SMILES | RGS7-Gao reg | Bim-Bcl-B | Bfl-1 Bim block | GSH fluor | Bcl-XL Bim block | ABCB1 inh | Bim-Bcl-2 | RGS4-Gao reg | ABCG2 block | Avidin fluor | Bcl-W Bim block
CCOC(=O)C1CSC2(CCC(c3ccccc3)CC2)N1 (stereo not given) | ? | 0.0 | -6.0 | 11 | 0.0 | 0.8 | 1.0 | 99.3 | 3.3 | 9 | 0.0
CCOC(=O)C1CCN(C(=O)CCc2ccccc2)CC1 | 102.3 | -7.0 | -9.0 | 29 | -14.0 | 0.7 | -9.0 | 104.2 | 0.8 | 9 | 0.0
O=C(CSc1nc2ccccc2c(=O)n1Cc1ccco1)N1CCCCCC1 | 97.8 | -10.0 | -18.0 | 29 | -7.0 | 22.2 | -10.0 | 96.8 | 34.4 | 11 | -1.0
CC(=O)Nc1cccc(Oc2ncnc3scc(-c4ccc(C(C)C)cc4)c23)c1 | 106.0 | -5.0 | 0.0 | 9 | -8.0 | 0.9 | -5.0 | 104.5 | 13.5 | 6 | -6.0
CC1(C)CC(=O)C(=Cc2cn(CCC#N)nc2-c2ccc(Cl)cc2)C(=O)C1 | 98.0 | -6.0 | 2.0 | 17 | -12.0 | -0.1 | 0.0 | 99.3 | -7.3 | 2 | -4.0
Cc1ccc(C(c2nnnn2CS(=O)(=O)c2ccc(C)cc2)N2CCCC2)cc1 (stereo not given) | 101.5 | 0.0 | -5.0 | 13 | -4.0 | 3.5 | -4.0 | 99.0 | 1.2 | 6 | -3.0
COc1ccc(C(=O)n2nc(-c3ccccc3)nc2N)cc1OC | 97.2 | -11.0 | -7.0 | 46 | -3.0 | 1.1 | -9.0 | 103.0 | 3.4 | 4 | 5.0
Cc1ccc(SCC(=O)Nc2ncc(C)s2)cc1 | 96.9 | 0.0 | 0.0 | 30 | 0.0 | -0.1 | 0.0 | 90.9 | -0.3 | 10 | 0.0
COc1ccc(OCCOC(=O)c2cccc(-n3cnnn3)c2)cc1 | 16.9* | -4.0 | -9.0 | 19 | -1.0 | 0.0 | -3.0 | 14.7* | 0.2 | -1 | 5.0
Cc1ccc(N/C(C(Cl)=C(Cl)Cl)=C(/Cl)[N+](=O)[O-])c(C)c1 | 102.4 | -31.0 | 11.0 | 8 | -7.0 | -0.1 | 0.0 | 101.2 | 0.1 | 8 | -6.0
CC(C)Oc1cccc(C(=O)NC(=S)Nc2cccnc2)c1 | 101.7 | -7.0 | -1.0 | 13 | -8.0 | 0.6 | -1.0 | 104.5 | 17.1 | 4 | -2.0
CCn1c(-c2sc(-c3ccccc3)nc2C)n[nH]c1=S | ? | -35.0 | 1.0 | 14 | -10.0 | 0.1 | -5.0 | 100.0 | 20.3 | 11 | -8.0
O=c1[nH]c2c(s1)C(c1ccccc1)C1C3CCC(C3)C1S2 (stereo not given) | 93.8 | -10.0 | -3.0 | 27 | -19.0 | -4.3 | -2.0 | 77.8 | -5.3 | 4 | -3.0
CCN(c1ccc(NC(=O)COC(=O)c2ccc(C)s2)cc1)C(C)C | ? | -8.0 | 1.0 | 20 | 0.0 | 0.3 | -1.0 | 101.9 | 1.4 | 10 | 1.0
O=C(/C=C/c1ccccc1)C1=C(O)C(=O)N(CCO)C1c1ccccc1[N+](=O)[O-] (stereo not given) | 103.4 | -7.0 | 15.0 | 22 | 2.0 | -0.7 | 6.0 | 98.5 | -2.3 | 10 | 10.0
COc1ccc(C2CC(c3ccccc3Cl)Nc3ncnn32)cc1OC (stereo not given) | 101.5 | -9.0 | -14.0 | 23 | -7.0 | 1.3 | -9.0 | 97.5 | 18.2 | 33 | 0.0
COCCCNC(=O)CCC(=O)NNc1nc2ccccc2c2nc(-c3ccccc3)nn12 | 102.9 | -2.0 | -1.0 | 10 | 0.0 | 0.5 | 0.0 | 103.6 | 13.0 | 21 | -3.0
CCOc1cc2c(cc1/C=C1/NC(=O)N(CC(=O)OC)C1=O)OCO2 | 100.5 | -9.0 | -8.0 | 15 | -2.0 | 0.0 | -3.0 | 99.2 | 1.2 | 20 | -1.0
C[N+](C)(C)CCCCCC(=O)/C=N/O | 98.8 | -7.0 | -15.0 | 17 | -6.0 | 0.2 | -4.0 | 99.8 | -0.1 | 19 | -4.0
CC(=O)NC1C(OCc2ccccc2)OC(CO)C(OC(C)=O)C1OC(C)=O (stereo not given) | 101.4 | -9.0 | -8.0 | 15 | -7.0 | 0.4 | -2.0 | 104.0 | 2.7 | 23 | -3.0
Cc1nn(Cc2ccc(F)cc2)c(C)c1NC(=O)c1cc(-c2ccco2)on1 | 97.9 | -4.0 | -16.0 | 21 | -4.0 | 0.6 | -5.0 | 99.4 | 15.5 | 23 | 4.0
COc1cc(/C=N/NC(=O)COc2cc(C)cc(C)c2)ccc1OS(=O)(=O)c1ccc(C)cc1 | 91.2 | -9.0 | -21.0 | 11 | -10.0 | 0.8 | -20.0 | 91.9 | 3.6 | 16 | -7.0
O=C(Cc1cccs1)Nc1nnc(-c2ccc(F)cc2)s1 | 97.5 | 0.0 | -2.0 | 14 | -3.0 | -0.5 | 1.0 | 95.0 | 3.2 | 11 | 4.0
CCOC(=O)c1c(-c2ccc(F)cc2)cn2ccccc12 | 100.9 | -7.0 | -12.0 | 43 | -17.0 | 0.6 | -5.0 | 102.7 | 7.5 | 12 | 0.0
O=[N+]([O-])c1cccc(NC(=S)NCc2ccncc2)c1 | 89.6 | -5.0 | -4.0 | 23 | 0.0 | 0.9 | -2.0 | 92.9 | 6.3 | 9 | -2.0
COCCn1c(SCC(=O)c2ccccc2)nc2c(c1=O)SCC2 | 111.8 | -7.0 | -6.0 | 18 | -3.0 | 1.0 | -4.0 | 104.9 | 9.8 | 6 | 0.0
NC(=O)C(Cc1ccccc1)NS(=O)(=O)c1ccc(N2CCCC2=O)cc1 (stereo not given) | 92.7 | -9.0 | -13.0 | 35 | -3.0 | 0.3 | -7.0 | 88.4 | 2.3 | 7 | 0.0
Cn1nnnc1SCCNCc1ccc(Cl)cc1 | 97.3 | -2.0 | -2.0 | 16 | 0.0 | 1.8 | -2.0 | 100.6 | 8.7 | 11 | 0.0
Cn1nnnc1SCC(=O)NCCCc1ccccc1 | 99.8 | -1.0 | -2.0 | 22 | -2.0 | 1.2 | -3.0 | 95.6 | 4.5 | 17 | -4.0
CS(=O)(=O)N(CC(=O)NCc1cccnc1)C1CCCCC1 | 97.0 | -3.0 | -6.0 | 14 | 0.0 | 0.6 | -1.0 | 98.2 | 1.7 | 11 | 2.0
COc1cc(/C=N/NC(N)=O)ccc1OC(=O)c1cccs1 | 81.0 | 0.0 | -2.0 | 15 | 3.0 | 3.1 | 2.0 | 87.1 | 17.9 | 9 | 6.0
CCOC(=O)N1CCC(NC(=O)C2CCCN(S(C)(=O)=O)C2)CC1 (stereo not given) | 98.0 | -1.0 | -1.0 | 12 | -2.0 | -0.1 | 1.0 | 100.9 | 0.1 | 35 | 0.0
COc1cc(-c2nc(-c3cccc(C)c3)no2)cc(OC)c1OC | 99.7 | -9.0 | -4.0 | 25 | -8.0 | 1.6 | -4.0 | 93.5 | 12.9 | 5 | -5.0
C=CC[n+]1c(C)csc1Nc1ccc(C)cc1 | 99.6 | -12.0 | -2.0 | 11 | -2.0 | -0.1 | -1.0 | 98.7 | 1.0 | 9 | -1.0
CCOc1ccccc1N1CCN(S(=O)(=O)c2cc(C)ccc2OC)CC1 | 93.7 | -6.0 | -6.0 | 11 | -1.0 | 1.0 | -5.0 | 91.0 | 2.9 | 22 | -2.0
COc1cc(NC(=O)CN2CCC(C)CC2)c(C)cc1[N+](=O)[O-] | 103.8 | -8.0 | -5.0 | 13 | -8.0 | 1.5 | -3.0 | 101.7 | 22.0 | 13 | -3.0
O=c1oc2cc(Cl)ccc2n1CSc1nc2ccccc2s1 | 108.2 | 1.0 | 1.0 | 14 | 2.0 | 0.4 | 0.0 | 107.9 | 2.2 | 16 | 1.0
COc1ccc(-c2nn(-c3ccccc3)cc2/C=N/NC(=S)NC(C)C)cc1OC | 106.1 | -5.0 | -2.0 | 12 | -7.0 | 11.2 | -7.0 | 101.2 | 5.7 | 6 | -2.0
COc1ccc(CN(Cc2nc3ccccc3c(=O)[nH]2)C(=O)NC2CCCCC2)cc1 | 98.4 | -7.0 | -10.0 | 35 | 6.0 | 1.0 | -4.0 | 98.2 | 2.8 | 11 | -1.0
NCCOc1ccccc1Cc1ccccc1 | 101.8 | -5.0 | -7.0 | 25 | -8.0 | 0.3 | -6.0 | 105.4 | -0.7 | 10 | -4.0
COC(=O)c1ccc(Cl)cc1NC(=O)/C=C/c1ccc(C)o1 | 98.5 | -22.0 | 0.0 | 9 | -4.0 | 0.2 | -2.0 | 95.6 | 15.8 | 9 | -2.0
CCN(CC)C(=O)COc1ccc2oc(C)c(C(=O)OC(C)C)c2c1 | 101.8 | 6.0 | 6.0 | 10 | 1.0 | 0.7 | 4.0 | 104.9 | 12.6 | 29 | 17.0
CCOC(=O)CN1N=C(/C=C/c2ccc(C(C)C)cc2)CCC1=O | 100.5 | -3.0 | -6.0 | 15 | 0.0 | -1.2 | 0.0 | 99.2 | 3.0 | 12 | -1.0
Cc1cc(C)nc(N/N=C/c2cccc(Cl)c2)n1 | 104.7 | -5.0 | -5.0 | 17 | -4.0 | 1.4 | -1.0 | 99.1 | 9.5 | 12 | -1.0
CC(Sc1ccccc1)C(=O)NN=C1CCCC1 (stereo not given) | 99.1 | 0.0 | 4.0 | 17 | 0.0 | 0.0 | 2.0 | 102.0 | 0.8 | 6 | 0.0

Compound profiles, from the list above. Order of screens: RGS7-Gao reg	Bim-Bcl-B	Bfl-1 Bim block	GSH fluor	Bcl-XL Bim block	ABCB1 inh	Bim-Bcl-2	RGS4-Gao reg	ABCG2 block	Avidin fluor	Bcl-W Bim block
CC(C)Oc1cccc(C(=O)NC(=S)Nc2cccnc2)c1 in the list: 101.7	-7.0	-1.0	13	-8.0	0.6	-1.0	104.5	17.1	4	-2.0
CCOC(=O)c1c(-c2ccc(F)cc2)cn2ccccc12 in the list: 100.9	-7.0	-12.0	43	-17.0	0.6	-5.0	102.7	7.5	12	0.0
COc1ccc(C(=O)n2nc(-c3ccccc3)nc2N)cc1OC in the list: 97.2	-11.0	-7.0	46	-3.0	1.1	-9.0	103.0	3.4	4	5.0

Additional structures follow:
SMILES | RGS7-Gao reg | Bim-Bcl-B | Bfl-1 Bim block | GSH fluor | Bcl-XL Bim block | ABCB1 inh | Bim-Bcl-2 | RGS4-Gao reg | ABCG2 block | Avidin fluor | Bcl-W Bim block
Cc1c(C#N)c2ccccc2n1CC(=O)NC(C)c1ccccc1 (stereo not given) | 98.8 | 0.0 | 0.0 | 17 | -2.0 | 1.7 | 1.0 | 101.0 | 13.6 | 11 | -1.0
CCOCCn1c(SCc2cccc(C)c2)nc2c1c(=O)[nH]c(=O)n2C | 94.8 | 1.0 | 0.0 | 17 | 0.0 | -1.5 | 1.0 | 95.5 | -1.2 | 4 | 0.0
Cn1c(C(=O)NCc2ccco2)cc2c(=O)[nH]c3ccccc3c21 | 101.4 | -7.0 | -15.0 | 21 | -8.0 | -0.3 | -11.0 | 101.4 | 20.9 | 32 | 0.0
c1ccc(CSc2ncnc3sccc23)cc1 | 94.2 | -1.0 | -5.0 | 11 | -6.0 | 0.3 | -1.0 | 96.2 | 33.3 | 11 | 0.0

Rows were taken by chance; 1.3% or so of the library scored in one or more.
